Source: PubChem BioAssay (National Center for Advancing Translational Sciences (NCATS))
Sm TGR block – qHTS Assay for the Inhibitors of Schistosoma Mansoni Peroxiredoxins | Schistosoma mansoni thioredoxin glutathione reductase (TGR), Q962Y6 | purified TGR, DTNB reduction, TNB absorbance 405 nm | Potency, µM (top dose mostly 114 µM), inactives show top-dose activity change, negative = inhibition, actives largely listed as inhibitors | 360,000 tested, 3% active | AID 485364, 2010; active means well fitted inhibition curve with a large enough effect; further: nearly all actives have a fitted effect of over 60% in size
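Kinetic colorimetric format: TGR-catalysed, NADPH-driven DTNB reduction monitored via TNB absorbance. Enzyme dispensed at 20 nM; compound exposure 15 min at room temperature before reaction start.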
* marks the source's active call; other numbers are inactive results; [ ] = dose if it differs, or a comment. On the % scale 0 is the no-effect control and ±100 the full control effect; potency means the concentration at half of the fitted maximal effect. Some of the compounds tested, so the mix of outcomes need not match the whole.

SMILES	Sm TGR block
Cc1ccc(C)c(CN2C(=O)c3ccccc3Sc3ccc(C(=O)NC4CCCC4)cc32)c1	0%
CCCCN(Cc1ccco1)C(=O)c1cc2c(s1)-c1c(C)cccc1OC2	-8%
CCOc1ccc(S(=O)(=O)NCCc2csc3nc(-c4cccc(C)c4)nn23)cc1	9%
Cc1ccc(-n2ncc(C(=O)NCc3cccs3)c2C2CCN(C(=O)OC(C)(C)C)CC2)cc1C	10%
COc1ccccc1OC(C)C(=O)Nc1cccc(-c2nc3ccccc3o2)c1 (stereo unspecified)	7%
COc1ccccc1NC(=O)c1ncn(-c2ccccc2)n1	50%[activator]
CCOC(=O)C1CCN(C(=O)c2ccc3c(c2)sc2nc(-c4ccc(OC)cc4)cn23)CC1	-10%
COc1ccc(CCNC(=O)c2ccc3c(c2)sc2nc(-c4ccccc4)cn23)cc1OC	4%
COC(=O)c1ccc(Cl)cc1NC(=O)N1CCC(CN2CCC(C)CC2)CC1	4%
Cc1noc(-c2ccc(-c3noc(-c4ccccc4)n3)cc2)n1	-1%
COc1cccc(-n2c(=O)c3sc4ccccc4c3n(CC(=O)NC3CCCCC3)c2=O)c1	0%
CCCOc1ccc(C(=O)N(Cc2ccco2)Cc2ccco2)cc1	4%
Cc1cccc2c(=O)cc(CSc3ccccc3NC(=O)C(C)C)[nH]c12	5%
Cn1nc(C(=O)NCc2ccccc2Cl)c2c1-c1ccccc1SC2	-4%
COc1ccc(CN(C)c2ccc(-c3nc(C)no3)cc2[N+](=O)[O-])cc1	3%
CCOC(=O)c1cc2c(=O)n3ccccc3nc2n(Cc2ccco2)c1=NC(=O)c1cccc(Br)c1	2.2µM*
CCN(Cc1ccccc1)C(=O)c1sc2nc3n(c(=O)c2c1C)CCCC3	-20%
Cc1cccc(C)c1NC(=O)Cn1c(=O)n(Cc2ccccc2)c(=O)c2c(C)c(C(=O)N(C)C)sc21	-7%
Cc1ccc(S(=O)(=O)N2CCCC(c3nc4c(nnn4Cc4ccc(OC(F)(F)F)cc4)c(=O)[nH]3)C2)cc1 (stereo unspecified)	6%
Cc1ccc2ncc(C(=O)Nc3ccc(F)cc3F)c(=O)n2c1	11%
COc1ccc(-n2ncc(C(=O)N3CCN(c4ccccn4)CC3)c2C2CCN(C(=O)OC(C)(C)C)CC2)cc1	11%
CCN(CC)CCCNC(=O)CCCn1ncn2c(cc3occc32)c1=O	0%
Cc1csc2nc(COc3ccc(NC(=O)COc4ccccc4)cc3)cc(=O)n12	5%
CCCCOc1cccc(C(=O)N(Cc2ccc(N(C)C)cc2)C2CCS(=O)(=O)C2)c1 (stereo unspecified)	7%
Cc1ccccc1CN1CCc2nc(N3CCN(c4ncccn4)CC3)ncc2C1	-14%
Cc1ccc(-n2ncc3c(NNC(=O)c4ccccc4C)ncnc32)cc1	-5%
Cc1ccc(-n2ncc3c(Nc4cccc(C)c4)ncnc32)cc1	4%
CCOc1ccccc1NC(=O)C(=O)c1cc(C)n(-c2ccc(F)cc2)c1C	-2%
O=C(Nc1cccc(Cl)c1Cl)c1cc(S(=O)(=O)N2CCC3(CC2)OCCO3)ccc1F	6%
CCC(Cc1ccccc1)NC(=O)CN1C(=O)COc2ccc(S(=O)(=O)N3CCCCCC3)cc21 (stereo unspecified)	-6%
Cc1ccc(N2CC(NC(=O)C3CC3)CC2=O)cc1C (stereo unspecified)	8%
Cc1ccc(NC(=O)N2CCc3c([nH]c4ccccc34)C2c2ccccc2F)c(Cl)c1 (stereo unspecified)	0%
COc1ccc(-c2nc(CSc3nncn4c3cc3occc34)c(C)o2)cc1	-22%
COc1cccc(N2CCN(C3=NS(=O)(=O)C(c4ccc(C)cc4)=C3C)CC2)c1	-1%
COc1ccc(-c2noc(CCCC(=O)Nc3cccc(Cl)c3C)n2)cc1	-1%
CCOC(=O)c1c(S(=O)(=O)N2CCC(C(=O)NCc3ccccc3Cl)CC2)c(C)n(C)c1C	4%
COc1ccc(NC(=O)N(Cc2ccco2)C2CCN(C(C)=O)CC2)c(OC)c1	-10%
CC(=O)Nc1cccc(NC(=O)C(=O)NCCc2sc(-c3ccccc3)nc2C)c1	-4%
O=C(CN1C(=O)CCSc2ccccc21)Nc1ccc(C(F)(F)F)cc1	-8%
CCN(CCCNC(=O)c1ccc(Sc2ccc(Cl)cc2)c(NC(C)=O)c1)c1ccccc1	1%
Cc1ccccc1OCCSc1nnc(-c2cccs2)o1	-2%
CCN1CCc2c(sc(-n3cccc3)c2C(C)NC(=O)Nc2ccc(Br)cc2)C1 (stereo unspecified)	-5%
CCN(C(=O)c1cc2c(=O)oc3ccccc3c2s1)c1ccc(C)c(C)c1	-5%
CN(CC(=O)Nc1cccc(C#N)c1)S(=O)(=O)c1cc2c(cc1Cl)NC(=O)CO2	-5%
O=C(CSc1nnc(NC(=O)Nc2ccccc2)s1)Nc1cccc(F)c1	1%
COc1ccccc1Nc1nc2ccc(Cl)cc2nc1-n1nc(C)cc1C	3%
COc1ccc(N2C(=O)CSC23C(=O)N(Cc2cccc(F)c2)c2ccccc23)cc1Cl (stereo unspecified)	6%
Cc1cccc(-c2nc(S(=O)(=O)c3ccc(F)cc3)c(N3CCN(c4ccccc4)CC3)o2)c1	0%

17 entries from above, sorted by SMILES length, highest first.
SMILES	Sm TGR block
Cc1cccc(-c2nc(S(=O)(=O)c3ccc(F)cc3)c(N3CCN(c4ccccc4)CC3)o2)c1	0%
CCOC(=O)c1c(S(=O)(=O)N2CCC(C(=O)NCc3ccccc3Cl)CC2)c(C)n(C)c1C	4%
CCC(Cc1ccccc1)NC(=O)CN1C(=O)COc2ccc(S(=O)(=O)N3CCCCCC3)cc21 (stereo unspecified)	-6%
O=C(Nc1cccc(Cl)c1Cl)c1cc(S(=O)(=O)N2CCC3(CC2)OCCO3)ccc1F	6%
CN(CC(=O)Nc1cccc(C#N)c1)S(=O)(=O)c1cc2c(cc1Cl)NC(=O)CO2	-5%
CCN(CCCNC(=O)c1ccc(Sc2ccc(Cl)cc2)c(NC(C)=O)c1)c1ccccc1	1%
COc1cccc(N2CCN(C3=NS(=O)(=O)C(c4ccc(C)cc4)=C3C)CC2)c1	-1%
CC(=O)Nc1cccc(NC(=O)C(=O)NCCc2sc(-c3ccccc3)nc2C)c1	-4%
COc1ccc(NC(=O)N(Cc2ccco2)C2CCN(C(C)=O)CC2)c(OC)c1	-10%
CCN(C(=O)c1cc2c(=O)oc3ccccc3c2s1)c1ccc(C)c(C)c1	-5%
COc1ccc(-c2nc(CSc3nncn4c3cc3occc34)c(C)o2)cc1	-22%
O=C(CN1C(=O)CCSc2ccccc21)Nc1ccc(C(F)(F)F)cc1	-8%
O=C(CSc1nnc(NC(=O)Nc2ccccc2)s1)Nc1cccc(F)c1	1%
COc1ccccc1Nc1nc2ccc(Cl)cc2nc1-n1nc(C)cc1C	3%
Cc1ccc(-n2ncc3c(Nc4cccc(C)c4)ncnc32)cc1	4%
Cc1ccc(N2CC(NC(=O)C3CC3)CC2=O)cc1C (stereo unspecified)	8%
Cc1ccccc1OCCSc1nnc(-c2cccs2)o1	-2%

(continued)
SMILES	Sm TGR block
Cc1ccc(Cc2nc3ccccc3nc2SCC(=O)NCCc2ccccc2)cc1	6%
O=C(Nc1ccc2nc(SCC(=O)N3CCOCC3)sc2c1)c1ccc(Cl)cc1	-1%
Cc1ccc(OCC(=O)Nc2ccc(OCc3cc(=O)n4cccc(C)c4n3)cc2)cc1C	0%
Cc1ccc(OCC(=O)N(Cc2ccc(Cl)cc2)CC2CCCO2)cc1C (stereo unspecified)	0%
CCc1ccc(CNC(=O)c2cccc(-n3cnc4cccnc43)c2C)cc1	34%
Cn1cc(C(=O)N2CCN(c3cccc(Cl)c3)CC2)c(=O)c2cc(S(=O)(=O)N3CCCC3)ccc21	-2%
COc1ccc2nc(NC(=O)c3cc(=O)c4cc(C)cc(C)c4o3)sc2c1	3%
CC(C)COC(=O)Cn1nnc2sc(-c3ccccc3)cc2c1=O	3%
CCOC(=O)c1c(C)oc2nc(C)nc(NCc3ccc(C)cc3)c12	7%
COc1cccc(NC(=O)Nc2cc(-c3cn4cccnc4n3)ccc2OC)c1	3%
CC(=O)c1ccc(NC(=O)c2cc(-c3ccc4c(c3)OCO4)on2)cc1	4%
Cc1cccc(C2C=C(c3ccc(C)c(C)c3)Nc3nnnn32)c1 (stereo unspecified)	40µM*
COc1ccc(-n2c(SCc3ccccc3F)nc3c([nH]c4ccccc43)c2=O)cc1OC	8%
CCCn1c(=O)n(-c2ccccc2)c(=O)c2sc3ccccc3c21	-2%
COc1ccccc1Nc1nn2c(=O)c3ccc(C(=O)NCc4cccs4)cc3nc2s1	-3%
O=C(CSc1nnc(-c2ccncc2)n1-c1ccccc1)Nc1ccc(Cl)c(Cl)c1	8%
O=C(NCCCN1CCCCC1)c1cc(Sc2ccc(Cl)cc2)nc2ccccc12	-12%
Cc1ccc(CN2CCC(CNc3ncnc4onc(-c5ccc(F)cc5)c34)CC2)cc1	5%
CC1CCC(NC(=O)c2ccc(CS(=O)(=O)c3ccc(Cl)cc3)o2)CC1 (stereo unspecified)	-4%
COc1cc(C(=O)NCC(c2cccnc2)N2CCc3ccccc3C2)cc(OC)c1OC (stereo unspecified)	-1%
Cc1ccnc(NS(=O)(=O)c2ccc(NC(=O)c3ccc(C)c(C)c3)cc2)n1	-8%
CC(C)CCNC(=O)c1nn(C)c2c1CSc1ccccc1-2	-14%
COc1cc(NS(=O)(=O)c2ccc3[nH]c4c(c3c2)CCCC4)cc(OC)c1OC	-12%
COC(=O)Cn1c(=NC(=O)c2ccc3c(c2)OCCO3)sc2ccccc21	2%
O=c1cc(-c2ccc(F)cc2)nc(SCc2nc(-c3ccc(Cl)cc3)no2)[nH]1	-2%
CC(C)(C)OC(=O)N1CCC(c2c(C(=O)NCc3ccco3)cnn2-c2ccc(F)cc2)CC1	-26%
CCOC(=O)c1cnc2c(C)c(Cl)ccc2c1NCCc1ccc(OC)c(OC)c1	12%
CC1CCN(S(=O)(=O)c2ccc3c(c2)CCN3C(=O)Nc2ccc(Br)cc2)CC1	4%
CCOCCCNC(=O)c1ccc2c(=O)n(CCc3ccccc3)c(=O)[nH]c2c1	6%
CCC(=O)N1CCc2cc(S(=O)(=O)NC(C(=O)NCCc3cccc(C)c3)C(C)C)ccc21 (stereo unspecified)	-1%
Cc1ccc(OCc2ccc(-c3nc(C#N)c(NCc4ccccc4Cl)o3)o2)cc1	2%
CCN(C(=O)c1noc2c1COc1ccc(C)cc1-2)c1cccc(C)c1	-3%
COCCn1c(CNC(=O)c2cccc(N(C)C)c2)nc2cccnc21	5%
Cc1ccccc1CNC(=O)c1cnc2sc(N3CCC(C)CC3)nn2c1=O	5%
CN(c1ncnc2c1c(-c1ccccc1)cn2-c1ccc(F)cc1)C1CCCCC1	0%
COc1ccc(-c2nc3cc(C)ccn3c2NC(=O)c2cccc(F)c2)cc1	0%
Cn1c(C(=O)Nc2cccc(Cl)c2)cc2c(=O)n(C)c3ccccc3c21	5%
O=C(NCc1ccccc1Cl)c1cc(=O)[nH]c2ccc(S(=O)(=O)N3CCCCC3)cc12	0%
Cc1cccc(N2CCN(C(=O)c3ccc4c(Cl)c5c(nc4c3)CCCC5)CC2)c1C	0%
CC1CCn2c(nc3cc(C(=O)NCc4ccc(OC(C)C)cc4)ccc32)C1 (stereo unspecified)	18%
CCOc1ccc(N(CC)C(=O)Cn2cnc3sc(C)c(S(=O)(=O)N4CCN(c5ncccn5)CC4)c3c2=O)cc1	-2%
COC(=O)c1cc2sc(Cl)cc2n1Cc1nc(-c2ccccc2C)oc1C	-1%
CCc1ccccc1NC(=O)Nc1nnc(N2CCCC2)s1	-8%
Cc1ccccc1NC(=O)c1sc2nc3n(c(=O)c2c1C)CCC3	3%
CCC1CN(C(=O)C2CCN(S(=O)(=O)c3c(C)noc3/C=C/c3ccccc3F)CC2)c2cc(C)ccc2O1 (stereo unspecified)	21%
CN1CCN(c2ncnc3c2cnn3-c2cccc(Cl)c2)CC1	8%
CCn1c(CN2CCN(C)CC2)nc2cc(NC(=O)c3ccc([N+](=O)[O-])cc3)ccc21	4%
CCCOc1ccc(NC(=O)CC2C(=O)N(c3ccc(OC)cc3)C(=O)N2CCc2ccncc2)cc1 (stereo unspecified)	10%
Cc1cc(N2CCN(c3ccc(F)cc3)CC2)n2nc(-c3ccc(Cl)cc3)nc2n1	8%
COc1ccc(-n2ccnc(NCCc3ccc(S(N)(=O)=O)cc3)c2=O)cc1	-2%
CC(C)NC(=O)C1CCN(C(=O)N2CC(C)Oc3ccccc32)CC1 (stereo unspecified)	-2%
COCCCNc1nc2c(c(=O)n(C)c(=O)n2C)n1Cc1ccccc1	-1%
CC(=O)N(Cc1cccnc1)c1nc2c(C)cc(C)cc2s1	-1%
CCN1CCN(c2csc3ccc(C)cc3c2=O)CC1	0%
CCOC(=O)C(Cc1c[nH]c2ccccc12)NC(=O)COc1ccc(Cl)c(C)c1 (stereo unspecified)	-1%
O=S(=O)(NCC(c1ccco1)S(=O)(=O)c1ccccc1)c1cc(F)ccc1F (stereo unspecified)	7.1µM*
Cc1cc(C)cc(OCC(=O)Nc2nc3c(s2)CC(C(C)(C)C)CC3)c1 (stereo unspecified)	7%
CCN(CC)c1nc(-c2ccc(C(C)(C)C)cc2)nc2ccccc12	11%
Cc1ccc(NC(=O)c2c(C)oc3ccc(O)c(CN4CCOCC4)c23)cc1	2%
CNS(=O)(=O)c1cn(CC(=O)Nc2ccc(C)c(N(C)C)c2)cc1S(=O)(=O)NC	0%
CC(C)NC(=O)CN1C(=O)c2cccnc2Sc2ccccc21	-1%
O=C(O)c1cccc(Nc2ncnc3scc(-c4ccccc4)c23)c1	-4%
Cc1cc(Br)ccc1NC(=O)COc1cc(=O)n(C)c2ccccc12	-7%
